Compound activity deposited in PubChem by National Center for Advancing Translational Sciences (NCATS).
ALDH1A1 inh – blocks purified human ALDH1A1 activity; P00352; Purified ALDH1A1, NADH fluorescence, propionaldehyde substrate; Potency, µM (highest dose often 75.3 µM), inactives show at the top dose activity, negative = inhibition, most hits filed as inhibitors; hit rate 7.3% among 220,000; AID 1030; active means well fitted inhibition curve with a large enough effect, not every such curve was filed as active; inconclusive means small, poorly fitted or top-dose-only effect, or another doubt; inactive means no such curve, though single readings can be large or run the other way;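 further: plate controls were no enzyme wells and a reference inhibitor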
Target sequence (P00352 whole entry, looked up): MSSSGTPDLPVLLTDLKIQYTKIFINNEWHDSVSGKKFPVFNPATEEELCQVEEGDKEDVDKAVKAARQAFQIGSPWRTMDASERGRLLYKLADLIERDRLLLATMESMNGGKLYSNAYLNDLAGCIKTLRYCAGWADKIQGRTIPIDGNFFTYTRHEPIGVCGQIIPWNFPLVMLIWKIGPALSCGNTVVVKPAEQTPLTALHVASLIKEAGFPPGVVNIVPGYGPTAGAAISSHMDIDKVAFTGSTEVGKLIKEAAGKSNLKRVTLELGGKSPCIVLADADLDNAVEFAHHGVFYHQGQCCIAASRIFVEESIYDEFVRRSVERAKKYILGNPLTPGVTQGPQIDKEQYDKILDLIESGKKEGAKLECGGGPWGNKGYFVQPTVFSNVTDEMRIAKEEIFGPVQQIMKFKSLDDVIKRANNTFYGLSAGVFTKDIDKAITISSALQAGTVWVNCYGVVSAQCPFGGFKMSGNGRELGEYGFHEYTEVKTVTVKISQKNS
GAA glycogen mod – alters human alpha-glucosidase cleavage of glycogen | Potency, µM (highest dose often 76.4 µM), for inactives: top-dose activity change, negative = inhibition, most hits filed as inhibitors | hit rate 0.38% among 300,000 | recombinant GAA, glycogen substrate, Amplex Red glucose oxidase fluorescence | AID 2100;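 further: 0% = full enzyme reaction and -100% = no-enzyme basal signal; the screen sought inhibitors and activators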
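Recombinant enzyme (4 nM final) with compounds titrated up to 77 uM and bovine liver glycogen (30 ug) in citrate pH 5.0, 0.01% Tween-20, 37 C 40 min. Released glucose detected by Amplex Red/glucose oxidase (Ex 573/Em 610); AC50 from Hill fits.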
Tau fluor cs – counter-screen for tau fibril formation inhibitors. tau K18 P301L Alexa594 fluorescence, heparin fibrillization. Potency, µM (top dose mostly 57.7 µM), for the others: top-dose activity change, negative = decrease. hit rate 0.93% among 280,000. AID 1463; further: on the % scale 0 is the no-effect control and ±100 the full control effect; nearly all actives have a fitted effect of over 55% in size
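Human tau K18 P301L (15 uM unlabeled, 0.24 uM Alexa 594-labeled) in 100 mM sodium acetate pH 7 with 20 uM heparin, 6 hr at 37 C. ThT 30 uM added, 1 hr ambient; Alexa 594 FP and total fluorescence read at 555/632 nm.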
Epigenetic derep – derepresses silenced GFP reporter in murine cells | AID 1865 | Potency, µM (top dose mostly 53.9 µM), inactives show at the top dose GFP activation, actives largely listed as activators | murine LDR cells, GFP reporter derepression, 30 h | hit rate 0.2% among 280,000; further: % of control where 0% means no effect; nearly all actives have a fitted effect of over 60% in size
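Derepression of a silenced CMV-GFP reporter in murine LDR cells is scored by enumerating GFP-positive cells with a laser-scanning microplate cytometer after 30 hours of treatment at 37 C.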
aGlu spleen mod – inhibits or activates alpha-glucosidase in human spleen homogenate; human spleen homogenate, 4-MU-alpha-glucoside fluorescence; Potency, µM (doses to about 79.9 µM), for the others: at the top dose activity change, negative = inhibition, hits mostly inhibitors; hit rate 0.006% among 240,000; P10253;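 further: 0% = enzyme with vehicle and -100% = no enzyme basal signal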
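Enzyme source: human spleen homogenate, 1 ug/well. Buffer 50 mM citric acid/K phosphate pH 5.0, 0.01% Tween-20. 4-MU-alpha-glucoside 1 mM; 37 C x 40 min; NaOH/glycine stop; fluorescence.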
aGal spleen mod – inhibitors or activators of human alpha-galactosidase in spleen homogenate. hit rate 0.008% among 240,000. human spleen homogenate, 4MU-alpha-Gal fluorescence, 40 min. Potency, µM (series often up to 80 µM), without a hit: at the top dose activity change, negative = inhibition, usual class: inhibitors. P06280;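 further: 0% = enzyme with vehicle and -100% = no enzyme basal signal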
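Human spleen homogenate (1 ug) was the enzyme source, with 4-methylumbelliferyl-alpha-D-galactopyranoside (1 mM final) in pH 5.0 citrate buffer with 0.01% Tween-20. Compounds were titrated; after 40 min at 37C, NaOH/glycine stop, 4-MU fluorescence read; AC50 from Hill fits.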
GAA inhib – alpha-glucosidase (human) inhibition; purified human GAA, 4-MU-alpha-glucoside fluorescence; AID 1466; Potency, µM (highest dose often 76.9 µM), inactives show at the highest dose activity change, negative = inhibition, actives largely listed as inhibitors; P10253; hit rate 0.005% among 200,000;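 further: plate controls were uninhibited enzyme wells for no effect and no-enzyme background for full effect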
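Human enzyme at 4 nM with 400 uM 4-methylumbelliferyl-alpha-D-pyranoside, citrate/phosphate buffer pH 5.0, 0.005% Tween-20, 20 min at room temperature. Compounds up to 77 uM. 4-MU fluorescence (Ex 365/Em 440) read after NaOH/glycine stop; AC50 from Hill fit.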
NPSR antagonist – antagonists of human neuropeptide S receptor cAMP signaling. Q6W5P4. CHO-NPSR cells, cAMP TR-FRET, antagonist mode. Potency, µM (series often up to 38.3 µM), without a hit: at the top dose activity change, negative = inhibition, actives largely listed as inhibitors. hit rate 1% among 220,000; further: on the % scale 0 is the no-effect control and ±100 the full control effect; nearly all actives have a fitted effect of over 50% in size; many of its hits are not listed in these tables
Target sequence (Q6W5P4 whole entry, looked up): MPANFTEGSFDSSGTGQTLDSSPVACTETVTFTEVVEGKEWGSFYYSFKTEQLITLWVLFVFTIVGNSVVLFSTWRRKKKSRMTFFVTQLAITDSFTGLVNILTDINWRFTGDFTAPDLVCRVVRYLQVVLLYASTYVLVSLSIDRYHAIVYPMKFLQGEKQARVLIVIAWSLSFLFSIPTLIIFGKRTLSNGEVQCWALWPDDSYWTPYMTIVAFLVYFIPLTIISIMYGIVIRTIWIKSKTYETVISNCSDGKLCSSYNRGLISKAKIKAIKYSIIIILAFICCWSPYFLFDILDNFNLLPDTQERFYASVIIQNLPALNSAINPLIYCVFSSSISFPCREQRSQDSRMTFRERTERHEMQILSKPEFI
An asterisk follows results filed as active; [ ] = dose if it differs, or a comment. Unless noted, the call rests on the fitted dose curve; in most records, active means well fitted curve in the direction sought with a large enough effect; inconclusive means small, poorly fitted or top-dose-only effect, or another doubt; inactive means no such curve, though single readings can be large; an effect the other way counts as inactive or inconclusive. Potency means the concentration at half of the fitted maximal effect. Only part of the results is shown; the hit share may differ from the screen's.

Screening CCCCC#CC1C=CC(Oc2cc(OC)c(OC)c(OC)c2)C(COC(=O)OCC)O1 (stereo unspecified) returned ALDH1A1 inh -4%[13.5 µM], Tau fluor cs -14%[11.6 µM], Epigenetic derep 5.2%[10.1 µM], aGlu spleen mod -6%[17.4 µM] and aGal spleen mod -1%[17.5 µM].
For Cc1ccc(/C(O)=C2\C(=O)C(=O)N(c3cc(C)on3)C2c2cccc(Br)c2)cc1 (stereo unspecified) the results were ALDH1A1 inh inconclusive, GAA glycogen mod 2%, Tau fluor cs -6%, Epigenetic derep 3.7%, aGlu spleen mod 0%, aGal spleen mod 1%, GAA inhib -16% and NPSR antagonist -15%[46.1 µM].
`O=C(Cc1ccccc1)Nc1cc([N+](=O)[O-])ccc1N1CCOCC1` gave ALDH1A1 inh inconclusive, GAA glycogen mod -4%, Tau fluor cs 5%, Epigenetic derep 1.3%, aGlu spleen mod 4%, aGal spleen mod 10%, GAA inhib 0% and NPSR antagonist -5%.
CN=c1sc(C(=O)Nc2ccccc2)c(C)n1C was read as ALDH1A1 inh 9%, GAA glycogen mod 9%, Tau fluor cs -4%, Epigenetic derep -4.8%, aGlu spleen mod 2%, aGal spleen mod 2%, GAA inhib -1% and NPSR antagonist 14%.
`C=CCc1cccc(C2C(C)CCC3C(=O)N4C(CCC(C)C4c4cccc(CC=C)c4)C(=O)N32)c1` (stereo unspecified) gave ALDH1A1 inh 6.3µM*, Tau fluor cs -12%[11.6 µM], Epigenetic derep 0.0%[10.1 µM], aGlu spleen mod -7%[17.4 µM] and aGal spleen mod 6%[17.5 µM].
`Cc1ccc(NS(=O)(=O)c2ccc3c(c2)C(=O)c2ccccc2C3=O)c(C)c1` gave ALDH1A1 inh -10%, GAA glycogen mod 4%, Tau fluor cs inconclusive, Epigenetic derep 0.0%, aGlu spleen mod -12%, aGal spleen mod -25%, GAA inhib -2% and NPSR antagonist -1%.
`O=C(CSc1nnc2ccccn12)Nc1ccc(S(=O)(=O)N2CCOCC2)cc1` gave ALDH1A1 inh 25µM*, GAA glycogen mod -14%, Tau fluor cs -2%, Epigenetic derep -4.5%, aGlu spleen mod -4%, aGal spleen mod -5%, GAA inhib -6% and NPSR antagonist 3%.
Screening CCn1cc(C(=O)N2CCc3ccccc32)c(=O)c2cc(S(=O)(=O)N3CCOCC3)ccc21 returned ALDH1A1 inh -17%, GAA glycogen mod 8%, Tau fluor cs -10%, Epigenetic derep -2.7%, aGlu spleen mod -3%, aGal spleen mod -1%, GAA inhib -14% and NPSR antagonist -3%[46.1 µM].
`COc1ccc(CCN(Cc2nc3ccccc3c(=O)[nH]2)C(=O)c2ccco2)cc1` gave ALDH1A1 inh -3%, GAA glycogen mod 3%, Tau fluor cs -9%, Epigenetic derep 0.0%, aGlu spleen mod -5%, aGal spleen mod -7%, GAA inhib -2% and NPSR antagonist -3%[46.1 µM].
Screening CCOC(=O)/C(C#N)=C/c1cc2ccccc2nc1N1CCOCC1 returned ALDH1A1 inh 25µM*, GAA glycogen mod 2%, Tau fluor cs -10%, Epigenetic derep 1.6%, aGlu spleen mod -5%, aGal spleen mod -2%, GAA inhib -4% and NPSR antagonist -9%.
`O=C1CSC(c2ccccc2)N1CC12CC3CC(CC(O)(C3)C1)C2` (stereo unspecified) gave ALDH1A1 inh 4%, GAA glycogen mod 6%, Tau fluor cs 8%, Epigenetic derep 0.1%, aGlu spleen mod -1%, aGal spleen mod 2%, GAA inhib -2% and NPSR antagonist -13%[46.1 µM].
Cc1ccc(C)c(NC(=S)N2CCN(Cc3ccccc3)CC2)c1 was read as ALDH1A1 inh 2%, GAA glycogen mod 7%, Tau fluor cs -3%, Epigenetic derep 0.9%, aGlu spleen mod -1%, aGal spleen mod -3%, GAA inhib 9% and NPSR antagonist -14%.
Screening CCSC(=S)Nc1c(C)n(C)n(-c2ccccc2)c1=O returned ALDH1A1 inh -15%, GAA glycogen mod inconclusive, Tau fluor cs 10%, Epigenetic derep -0.7%[10.1 µM], aGlu spleen mod 2%, aGal spleen mod 10%, GAA inhib 2% and NPSR antagonist 8%.
`Cc1ccc(-c2nn(-c3ccccc3)cc2/C=C(\C#N)C(=O)NCc2ccccc2)cc1` gave ALDH1A1 inh 157%[activator], GAA glycogen mod 7%, Tau fluor cs -15%, Epigenetic derep 0.0%, aGlu spleen mod -5%, aGal spleen mod -3%, GAA inhib inconclusive and NPSR antagonist -11%.
Screening O=C1c2[nH]nc(-c3ccccc3O)c2C(c2cccc(Cl)c2)N1CC1CCCO1 (stereo unspecified) returned ALDH1A1 inh 16%, GAA glycogen mod -3%, Tau fluor cs -28%, Epigenetic derep -6.3%, aGlu spleen mod 5%, aGal spleen mod 1%, GAA inhib -5% and NPSR antagonist -30%[46.1 µM].
For CC(=O)Oc1ccc2c(c1C(C)C)CCC1C(C)(C)CCC[C@@]21C (stereo partly specified) the results were ALDH1A1 inh 7%, Tau fluor cs -15%, Epigenetic derep 0.0%, aGlu spleen mod 9% and aGal spleen mod 16%.
CCOC(=O)c1cnn(-c2nc3c(C)cccc3s2)c1C(F)(F)F was read as ALDH1A1 inh inconclusive, GAA glycogen mod -17%, Tau fluor cs -17%, Epigenetic derep -1.0%, aGlu spleen mod -1%, aGal spleen mod -2%, GAA inhib 1% and NPSR antagonist -21%[46.1 µM].
Screening COc1ccc(C(=O)Nc2cccc(NC(C)=O)c2)cc1OC returned ALDH1A1 inh 15%, GAA glycogen mod -5%, Tau fluor cs -12%, Epigenetic derep 0.1%, aGlu spleen mod -3%, aGal spleen mod 3%, GAA inhib -2% and NPSR antagonist 9%.
`OCCC1CN(Cc2ccc3cc(Cl)ccc3n2)CCN1Cc1ccsc1` (stereo unspecified) gave ALDH1A1 inh inconclusive, GAA glycogen mod 0%, Tau fluor cs -1%, Epigenetic derep -0.6%, aGlu spleen mod 2%, aGal spleen mod 2%, GAA inhib -7% and NPSR antagonist 5%.
CCOc1cccc2cc(C(=O)Nc3nccs3)c(=O)oc12 was read as ALDH1A1 inh 1%, GAA glycogen mod -2%, Tau fluor cs -11%, Epigenetic derep -1.1%, aGlu spleen mod 2%, aGal spleen mod 1%, GAA inhib -3% and NPSR antagonist -6%[46.1 µM].
For CN(C)CCCOC(=O)CCc1ccccc1 the results were ALDH1A1 inh 9%, GAA glycogen mod 9%, Tau fluor cs 9%, Epigenetic derep 0.0%, aGlu spleen mod 3%, aGal spleen mod 4%, GAA inhib -4% and NPSR antagonist -5%[46.1 µM].
For COc1ccccc1N1CCN(CC(O)c2ccc3cc[nH]c3c2)CC1 (stereo unspecified) the results were ALDH1A1 inh inconclusive, GAA glycogen mod -21%, Tau fluor cs -15%, Epigenetic derep -1.9%, aGlu spleen mod -1%, aGal spleen mod 2%, GAA inhib -7% and NPSR antagonist 1%[46.1 µM].
Screening CCOC(Cn1c(CCCO)nc2ccccc21)OCC returned ALDH1A1 inh -1%, GAA glycogen mod 5%, Tau fluor cs -5%, Epigenetic derep 8.7%, aGlu spleen mod -1%, aGal spleen mod 0%, GAA inhib -6% and NPSR antagonist -22%[46.1 µM].
`CCS(=O)(=O)NCc1csc(C)n1` gave ALDH1A1 inh 4%, GAA glycogen mod 5%, Tau fluor cs -9%, Epigenetic derep 0.0%, aGlu spleen mod 2%, aGal spleen mod -10%, GAA inhib 3% and NPSR antagonist 1%[46.1 µM].
O=C(O)CCCCCNC(=O)c1ccccc1 was read as ALDH1A1 inh 9%, GAA glycogen mod 15%, Tau fluor cs -7%, Epigenetic derep 7.4%, aGlu spleen mod -1%, aGal spleen mod 3%, GAA inhib -5% and NPSR antagonist 3%[46.1 µM].
Screening Cc1ccnc(NS(=O)(=O)c2ccc(N=CC3=C(O)CC(C)(C)CC3=O)cc2)n1 returned ALDH1A1 inh inconclusive, GAA glycogen mod -5%, Tau fluor cs -3%, Epigenetic derep 0.0%, aGlu spleen mod -6%, aGal spleen mod -2%, GAA inhib 5% and NPSR antagonist -10%[46.1 µM].
Screening CC(C)=NNc1nc2c(c(=O)n(C)c(=O)n2C)n1CCc1ccccc1 returned ALDH1A1 inh inconclusive, GAA glycogen mod -18%, Tau fluor cs -28%, Epigenetic derep 2.5%, aGlu spleen mod -1%, aGal spleen mod 6%, GAA inhib 3% and NPSR antagonist -22%.
Screening CC1CC(=O)Nc2ccccc2N1S(=O)(=O)c1cccc(Cl)c1 (stereo unspecified) returned ALDH1A1 inh 8%, GAA glycogen mod 9%, Tau fluor cs -3%, Epigenetic derep -1.1%, aGlu spleen mod -1%, aGal spleen mod -1%, GAA inhib 1% and NPSR antagonist 13%.
For O=C1CSC(=Nc2ccccc2[N+](=O)[O-])N1 the results were ALDH1A1 inh 5%, GAA glycogen mod 9%, Tau fluor cs -10%, Epigenetic derep -3.2%, aGlu spleen mod 3%, aGal spleen mod -1%, GAA inhib inconclusive and NPSR antagonist -3%.
O=S(=O)(Cc1ccccc1)N1CCN(c2ccccc2)CC1 was read as ALDH1A1 inh 7%, GAA glycogen mod 1%, Tau fluor cs -15%, Epigenetic derep -1.1%, aGlu spleen mod -5%, aGal spleen mod 0%, GAA inhib 1% and NPSR antagonist 2%[46.1 µM].
For C=CCn1c(SCC(=O)N2CCN(c3ccccc3)CC2)nnc1-c1ccco1 the results were ALDH1A1 inh -8%, GAA glycogen mod 27%, Tau fluor cs -10%, Epigenetic derep 0.0%, aGlu spleen mod 2%, aGal spleen mod -1%, GAA inhib -2% and NPSR antagonist -1%[46.1 µM].
`CCNC(=O)NC(=O)C(C)Sc1ccc2c(c1)OCCO2` (stereo unspecified) gave ALDH1A1 inh 16%, GAA glycogen mod -7%, Tau fluor cs -9%, Epigenetic derep 1.2%, aGlu spleen mod 0%, aGal spleen mod 5%, GAA inhib -8% and NPSR antagonist -15%[46.1 µM].
For C/C(=N\OCc1nc2ccccc2c(=O)n1/N=C/c1cc([N+](=O)[O-])ccc1O)c1ccccc1 the results were GAA glycogen mod -7%, Tau fluor cs 14µM*[quencher], Epigenetic derep -1.8%, aGlu spleen mod -1%, aGal spleen mod 4% and NPSR antagonist -24%.
